Compound activity from PubChem.
AHR act: activates the human aryl hydrocarbon receptor; 320,000 compounds, 2.5% hits; AID 2796; P35869; activation, % at 5 µM; AHR-responsive luciferase reporter cells, luminescence; in the data active means activation above about 47%;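 further: 0% = vehicle wells and 100% = reference agonist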
MEP2-GFP yeast: yeast TOR pathway MEP2-GFP modulation | GFP response vs DMSO, % at 10 µM | 330,000 compounds, 0.51% hits | S. cerevisiae MEP2-GFP strain, flow cytometry GFP, 3 h; 100% = DMSO control level;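 active means GFP response versus DMSO above a set limit, roughly screen mean plus 3 SD, cut at about 180% in these data; inconclusive means fewer than 70 cells counted for a yeast strain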;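 further: median GFP fluorescence of the barcode-gated MEP2-GFP cells per well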
proCasp3 act: procaspase-3 (human) activation; P42574; recombinant procaspase-3 D3A, Ac-DEVD-pNA absorbance 405 nm; activation, % at 8.5 µM; 330,000 compounds, 0.11% hits; AID 463141;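 active means activation above the mean of all tested compounds plus 3 SD, cut at about 21% in these data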;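 further: 0% = DMSO alone and 100% = DMSO wells spiked with extra 5 µM PC-3 D3A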
Target sequence (P42574 whole entry D9A/D28A/D175A): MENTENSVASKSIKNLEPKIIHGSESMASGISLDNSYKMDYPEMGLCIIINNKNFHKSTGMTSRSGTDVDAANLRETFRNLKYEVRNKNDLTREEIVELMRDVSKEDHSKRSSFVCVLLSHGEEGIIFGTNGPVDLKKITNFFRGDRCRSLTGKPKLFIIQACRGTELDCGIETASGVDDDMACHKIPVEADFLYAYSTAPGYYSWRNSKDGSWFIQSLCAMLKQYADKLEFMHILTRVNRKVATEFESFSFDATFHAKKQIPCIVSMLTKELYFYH
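Test system: Procaspase-3 D3A mutant, all three cleavage aspartates alanine | Dosing: Single dose, 8.5 µM nominal compound, 0.8% DMSO | Schedule: 1 h preincubation, 2 h reaction | Technique: 405 nm absorbance of p-nitroaniline, reads at 0 and 120 min | Repeats: One well per compound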
GASC-1 inh: human JMJD2C demethylase inhibition. inhibition, % at 2.35 µM. 330,000 compounds, 0.069% hits. AID 2099. GST-JMJD2C(1-420) H3K9me3 demethylation, DELFIA europium;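 active means more than half of a compound's replicate wells show inhibition beyond 50%, single wells judged on their own value; inconclusive means some, but no more than half, of replicates pass 50% inhibition; inactive means no replicate passes 50% inhibition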;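 further: signal counts dimethyl H3K9 product captured on neutravidin plate; 0% = median of DMSO wells and 100% = 0.3 times that DMSO median; strong numbers were not always called active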
Target sequence (Q9H3R0 1-420 limits assumed): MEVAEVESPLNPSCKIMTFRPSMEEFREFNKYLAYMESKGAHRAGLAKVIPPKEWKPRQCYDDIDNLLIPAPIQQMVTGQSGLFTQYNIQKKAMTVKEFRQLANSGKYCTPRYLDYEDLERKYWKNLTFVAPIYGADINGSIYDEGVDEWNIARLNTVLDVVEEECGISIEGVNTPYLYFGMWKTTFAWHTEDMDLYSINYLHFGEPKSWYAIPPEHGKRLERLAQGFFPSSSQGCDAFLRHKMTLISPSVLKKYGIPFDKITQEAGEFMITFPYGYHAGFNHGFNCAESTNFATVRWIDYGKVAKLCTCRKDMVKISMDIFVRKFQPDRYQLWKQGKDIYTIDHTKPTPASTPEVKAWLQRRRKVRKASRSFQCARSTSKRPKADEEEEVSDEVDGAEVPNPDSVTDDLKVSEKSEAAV
LAP4 TOR yeast: yeast TOR pathway LAP4-GFP modulation; GFP response vs DMSO, % at 10 µM; 320,000 compounds, 0.34% hits; S. cerevisiae LAP4-GFP multiplex, flow cytometry GFP, 3 h; median GFP as percent of DMSO wells;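 active means GFP response vs DMSO above a set limit, about the screen mean plus 3 SD, cut at about 150% in these data; inconclusive means under 70 cell events counted for the yeast strain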
proCasp7 act: counter-screen: procaspase-7 (human) activation; P55210; recombinant procaspase-7, Ac-DEVD-pNA absorbance 405 nm; D23A/D198A/D206A triple mutant, cannot self-cleave; scale: DMSO 0, 5 µM enzyme 100; activation, % at 8.5 µM; 330,000 compounds, 0.093% hits; AID 463210;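 active means percent activation above the screen-wide mean plus 3 SD, cut at about 25% in these data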
Target sequence (P55210 whole entry D23A/D198A/D206A): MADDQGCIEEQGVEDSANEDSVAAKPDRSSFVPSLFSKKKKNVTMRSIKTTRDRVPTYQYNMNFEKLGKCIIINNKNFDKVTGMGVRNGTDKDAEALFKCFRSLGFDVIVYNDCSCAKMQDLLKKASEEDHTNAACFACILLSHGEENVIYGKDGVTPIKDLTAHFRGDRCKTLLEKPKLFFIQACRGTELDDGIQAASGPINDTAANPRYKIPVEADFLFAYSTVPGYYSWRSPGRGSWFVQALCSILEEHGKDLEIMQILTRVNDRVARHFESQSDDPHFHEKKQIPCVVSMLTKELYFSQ
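Assay system: Uncleavable procaspase-7 mutant enzyme; Input: 2 µM procaspase-7 mutant as dispensed; Also added: DEVD-pNA substrate; Medium: Zinc-free HEPES pH 7.4 with 300 mM NaCl, 0.01% Triton X-100; Timing: 1 h compound preincubation, 2 h substrate cleavage, 25 °C; Measured by: Epi-absorbance of released pNA at 405 nm, two timepoints.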
RPL19A TOR yeast: alters RPL19A-GFP fluorescence in TOR pathway yeast screen; percent response vs DMSO, % at 10 µM; S. cerevisiae RPL19A-GFP strain, flow cytometry, 3 h; active compounds read low; 330,000 compounds, 0.3% hits;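 active means percent response vs DMSO below 50%; inconclusive means fewer than 70 events counted for the yeast strain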;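 further: median channel GFP fluorescence of the barcoded RPL19A-GFP strain; ratio of sample median GFP to plate DMSO average so 100% = DMSO; lower means less RPL19A-GFP as with rapamycin TOR inhibition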
Yeast superoxide: yeast age-related superoxide inhibition as caloric restriction mimetic. S. cerevisiae aged cells, superoxide DHE fluorescence; active compounds read low. superoxide response (% of plate mean), % at 10 µM. 330,000 compounds, 0.18% hits;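 active means superoxide response under a set limit, about three screen SD below normal, cut at about 65% in these data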;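 further: yeast aged for seven days with compound at 30 °C before DHE staining; 100% = average MFI of all compound-treated wells on the plate with controls excluded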
* = called active by the depositor; ? = inconclusive; . = no result given; & = joins results of further samples.

SMILES	AHR act	MEP2-GFP yeast	proCasp3 act	GASC-1 inh	LAP4 TOR yeast	proCasp7 act	RPL19A TOR yeast	Yeast superoxide
Cn1nnc(NCc2cc(Br)ccc2OCc2ccccc2F)n1	10	103	8	3	86	1	101	123
CN(CCCC1CCCC1)C(=O)CCc1nnc(-c2ccccc2)o1	11	101	1	1	96	3	99	169
O=C(CN(c1ccccc1)S(=O)(=O)c1ccc(F)cc1)N1CCCCCC1	5	109	7	-5	105	0	97	113
CCOC(=O)Cn1nc(C)n(-c2c(C)cccc2C)c1=O	-2	97	-1	-17	95	1	103	103
CSc1nc2ccc(S(N)(=O)=O)cc2s1	11	100	4	-6	89	-5	97	118
CN(CC(=O)Nc1ccc(F)cc1)C(=O)C1CCN(S(=O)(=O)c2ccc3c(c2)OCCO3)CC1	-2	103	-3	17	101	18	100	124
CCCN1CCC(=O)N([C@H](CSc2ccc(C)cc2)c2ccccc2)CC1	19	97	3	-3	109	5	101	118
CN(CCCNC(=O)C1CCN(S(=O)(=O)N2CCC3(CC2)OCCO3)CC1)Cc1ccccc1	1	101	-4	-4	95	-4	94	109
CCOC(=O)C1NN=C(C(=O)c2ccccc2)C1c1ccccc1 (stereo not given)	-1	105	3	-12	100	1	105	101
COc1ccccc1N1CCN(C2CCCN(S(=O)(=O)c3cccc(Cl)c3)C2)CC1 (stereo not given)	9	100	-4	-3	102	5	104	94
CCOc1ccc(NC(=O)CN(C)C(=O)c2ccc(-c3ccc(C(C)=O)cc3)o2)cc1OCC	21	99	6	3	104	3	97	103
CCc1ccc(NS(=O)(=O)c2ccc3c(c2)CCN3C(=O)CCC(=O)O)cc1	0	102	7	-11	102	2	95	101
O=S(=O)(c1ccccc1)N1CCCN(S(=O)(=O)c2ccccc2)CC1	1	102	2	-16	91	-5	105	90
CCOC(=O)CC(NC(=O)Cc1ccc(F)cc1)c1ccccc1Cl (stereo not given)	-2	104	6	-4	96	-5	103	94
O=C(NN1C(=O)c2ccc3c4c(ccc(c24)C1=O)CC3)c1ccc(Br)cc1	2	92	19	0	94	-1	96	97
CC1(NC(=O)Nc2cccc3ccccc23)CCS(=O)(=O)C1 (stereo not given)	-1	99	4	-2	97	-11	107	95
OCCN1CCOCCOCCN(CCO)CCN(CCO)CC1	0	101	-4	141	104	3	99	122
c1cc(-c2n[nH]c(-c3ccncc3)n2)ccn1	3	105	5	-5	96	-16	104	93
O=C(CSCc1ccccc1)NCCc1ccc(F)cc1	0	104	1	10	96	-3	107	92
Cc1ccc(/C=N/N2C(=S)SC(C)(C)C2N(O)C(=O)Nc2ccc([N+](=O)[O-])cc2)cc1 (stereo not given)	0	102	4	-10	99	13	102	106
CCc1c(C)nc2c(-c3ccccc3)c[nH]n2c1=O	9	108	-7	-1	102	11	110	98
O=C(Nc1cccnc1)c1sc(Nc2ccccc2F)nc1-c1ccccc1	34	101	2	4	98	-3	99	111
Cc1cccc(NC(=O)CCn2cnnn2)c1	6	89	-11	-7	87	3	94	125
O=C(/C=C/NNC(=O)c1ccccc1O)c1ccccc1	34	98	-15	-9	91	4	104	95
CCc1nnc(NC(=O)c2cc(-c3ccco3)nc3ccccc23)s1	5	118	-9	10	125	-5	96	101
COc1ccccc1CNC(=O)C(Cc1ccccc1)NC(=O)c1ccccc1 (stereo not given)	5	99	6	0	94	9	103	95
Cc1cccc(NC(=O)COC(=O)c2n[nH]c3ccccc23)c1C	37	97	2	9	92	12	94	79
CN(C)CCCN(C(=O)CCc1ccccc1)c1nc2c(F)cccc2s1	1	102	5	0	102	-8	99	106
CCCOc1ccc(N2C(=O)CC(N3CCN(c4ccccc4F)CC3)C2=O)cc1 (stereo not given)	0	95	-12	4	105	3	96	93
O=C(COc1ccccc1)Nc1ccccc1Cl	0	98	-5	3	97	5	102	103
CCOc1ccccc1/C=N/NC(=O)Cc1csc(Nc2cccc(C(F)(F)F)c2)n1	15	100	4	12	104	4	99	99
CC1=C(C(=O)OCc2ccccc2)C(c2ccco2)n2ncnc2N1 (stereo not given)	1	105	6	3	103	15	99	85
O=C(NCc1ccccn1)Nc1ccc2c(c1)OCO2	9	107	-3	12	102	-4	102	86
COc1ccc(S(=O)(=O)N2CCCC2C(=O)Nc2ccc(C)cc2)cc1 (stereo not given)	3	95	4	5	88	15	98	94
CCOc1cc(N2CCOCC2)c(OCC)cc1NC(=O)c1cc(S(=O)(=O)N2CCOCC2)ccc1F	1	109	4	0	114	6	99	97
O=C(O/N=C(\c1ccccc1)c1ccncc1)c1ccccc1F	1	94	0	49	129	15	82	98
COC(=O)c1cc(CSc2ncnc3sccc23)oc1C	8	?	-8	0	?	5	?	94
CCOc1ccccc1C(=O)Nc1nnc(SCC(=O)N2CCOCC2)s1	5	92	0	-5	95	-2	97	113
COc1ccc(Oc2nc3ccccc3nc2C(F)(F)F)cc1	4	103	6	-3	103	2	101	89
C=CCOc1ccc(Br)cc1CNCC	0	99	1	-4	103	6	98	98

An excerpt from above, limited to Yeast superoxide and proCasp7 act:
| Compound | Yeast superoxide | proCasp7 act |
| --- | --- | --- |
| COC(=O)c1cc(CSc2ncnc3sccc23)oc1C | 94 | 5 |
| CC1=C(C(=O)OCc2ccccc2)C(c2ccco2)n2ncnc2N1 (stereo not given) | 85 | 15 |
| O=C(O/N=C(\c1ccccc1)c1ccncc1)c1ccccc1F | 98 | 15 |
| CCOc1cc(N2CCOCC2)c(OCC)cc1NC(=O)c1cc(S(=O)(=O)N2CCOCC2)ccc1F | 97 | 6 |

The listing continues:
SMILES	AHR act	MEP2-GFP yeast	proCasp3 act	GASC-1 inh	LAP4 TOR yeast	proCasp7 act	RPL19A TOR yeast	Yeast superoxide
O=C(CSc1nnc(COc2ccc(Cl)cc2)o1)N1CCOCC1	3	92	-3	8	93	5	97	88
O=C(CCC(=O)N1CCN(C2CCCC2)CC1)Nc1nnc(C(F)(F)F)s1	0	100	10	2	100	11	99	106
CCn1c(CNC(=O)C2CCCCC2)cc2cc(C)ccc21	.	106	.	5	101	.	99	108
COc1cc(C(=O)N2c3ccccc3CC2C)cc(OC)c1OC (stereo not given)	8	106	-8	-3	105	8	99	107
Cc1cc(NS(=O)(=O)c2ccc(NC(=O)c3ccc(Cl)cc3[N+](=O)[O-])cc2)no1	-1	104	3	-5	96	2	102	98
COc1ccc(OCc2cccc(C(=O)NN)c2)cc1	2	103	9	2	96	9	105	111
Cc1ccccc1Oc1ccc(S(=O)(=O)NCCC(=O)O)cc1	-4	97	-9	0	90	9	99	111
O=C(NCC1COc2ccccc2O1)c1cn(Cc2ccc(F)cc2)nn1 (stereo not given)	1	107	4	16	103	2	110	107
COc1ccc(C(=O)C2CCCN(S(=O)(=O)c3ccc(C(C)=O)cc3)C2)c(C)c1 (stereo not given)	2	95	0	4	93	8	95	105
COc1ccc(-c2noc3c2-c2nc(C4CCCCC4)sc2CC3)cc1	-1	89	-9	-5	108	3	91	100
C=CCC1NS(=O)(=O)OCC1NC(=O)OCC(Cl)(Cl)Cl (stereo not given)	-2	84	-8	.	123	-8	93	111
Cc1nn(Cc2ccccc2)c(C)c1CNC(=O)c1ccc(F)c(S(=O)(=O)N2CCOCC2)c1	2	101	3	0	103	1	102	116
Cc1cc(C)n(-c2ccc(C(=O)OCC(=O)NC(c3ccccc3)c3ccccc3)cc2)n1	0	103	3	-2	96	11	100	115
Nn1c(COc2cccc(Br)c2)nnc1SCC(=O)N1CCc2ccccc2C1	0	100	-5	13&-7	105	-12	97	111
Cc1cc(=O)n2[nH]c(-c3ccc(C(C)(C)C)cc3)cc2n1	8	101	9	0	102	6	99	99
CCOC(=O)c1c(C)[nH]c(C(=O)OCC(=O)c2ccc3c(c2)NC(=O)CO3)c1C	1	97	11	1	103	4	95	93
O=C(CCC(=O)Nc1ccccc1Cl)NN=C1CCCC1	.	92	.	13	64	.	103	108
CC(=O)N1NC(=Nc2ccccc2)SC1(C)C	2	133	-2	-5	95	7	62	98
NNC(=O)c1oc2ccccc2c1-n1cccc1	9	107	-3	-9	103	6	103	110
Cc1ccc(SCC(=O)c2c(C)nc3ccccn23)cc1	1	67	2	-4	110	9	88	87
CC1CCCN(c2oc(-c3cccc4ccccc34)nc2C#N)C1 (stereo not given)	3	105	10	1	115	4	99	98
CC1CCN(c2ccc(C(=O)OCC(=O)NCCN3C(=O)CSC3=O)cc2[N+](=O)[O-])CC1	1	102	-3	25	105	10	99	84
Cn1cc(S(=O)(=O)N2CCOCC2)cc1C(=O)NCc1ccccc1Cl	0	90	2	0	91	-2	100	91
COc1ccc(-c2nnn(CC(=O)N(c3cccc(O)c3)C(C)C(=O)NC3CCCC3)n2)cc1OC (stereo not given)	0	107	0	-1	106	3	98	104
Cc1ccc(-c2csc(N3CCN(c4cc5c(cc4Cl)nc(-c4ccncc4)n5CCOCCO)CC3)n2)cc1	7	91	4	-10	121	2	97	99
COc1ccc(NC(=O)CS(=O)(=O)c2ccc(C)cc2)c(OC)c1	2	103	-4	-1	88	8	108	103
O=C(Nc1cccc(S(=O)(=O)NC2=NCCC2)c1)c1ccc(F)cc1F	1	95	7	14	99	0	96	107
Cn1ncc2c(Nc3ccc(-c4ccccc4)cc3)ncnc21	-1	95	0	-9	143	5	92	102
OCCNCCNCc1ccccc1OCc1ccccc1	2	97	13	-4	116	3	99	100
CCOC(=O)c1c(C)[nH]c(C(=O)COC(=O)c2ccc(O)cc2O)c1C	6	96	-5	0	94	-10	96	116
O=C(O)c1ccccc1C(=O)Nc1ccc(S(=O)(=O)N2CCCC2)cc1	0	98	-6	0	92	11	101	98
Cc1cc(C)c(NC(=O)CNC(=O)c2ccc(-n3cncn3)c([N+](=O)[O-])c2)c(C)c1	2	98	-10	-2	89	1	92	101
COc1cccc(-c2nc(SC)nc3sc(C(=O)NC(C)(C)C)c(N)c23)c1	-12	90	-9	11	115	1	99	104
Cc1ccc(NC(=O)c2cc(=O)c3ccccc3o2)cc1S(=O)(=O)N1CCCCC1	9	100	-3	-2	97	5	107	89
CNC(=O)c1nc(C)n(-c2cc(Cl)ccc2Cl)n1	-2	113	6	9	99	14	104	103
N/C(=N\OC(=O)c1ccccc1[N+](=O)[O-])c1cccnc1	138*	109	-2	9	100	-4	102	114
CN(C)S(=O)(=O)c1cc(C(=O)OCCn2cnc3c2c(=O)n(C)c(=O)n3C)ccc1Cl	2	100	-7	29	101	3	98	111
COc1ccccc1NNC(=O)C(O)(c1ccccc1)c1ccccc1	9	104	-1	-7	113	0	101	103
COc1ccc(CCC(=O)N2CCN(S(=O)(=O)c3ccc(C)cc3)CC2)cc1	-1	93	3	5	96	7	96	79
CN(C)c1ccc(NC(=O)CCN2CCN(c3ccccn3)CC2)cc1	1	100	-8	-13	93	7	100	94

Two of these compounds, set out differently:
O=C(O/N=C(\c1ccccc1)c1ccncc1)c1ccccc1F
  AHR act = 1
  MEP2-GFP yeast = 94
  proCasp3 act = 0
  GASC-1 inh = 49
  LAP4 TOR yeast = 129
  proCasp7 act = 15
  RPL19A TOR yeast = 82
  Yeast superoxide = 98

COC(=O)c1cc(CSc2ncnc3sccc23)oc1C
  AHR act = 8
  MEP2-GFP yeast = ?
  proCasp3 act = -8
  GASC-1 inh = 0
  LAP4 TOR yeast = ?
  proCasp7 act = 5
  RPL19A TOR yeast = ?
  Yeast superoxide = 94

Random draw from the library, and some 3.8% of all compounds hit somewhere here.
